# Compound activity: PubChem, several laboratories
# F-actin modifier: alters cytoskeleton assembly in HUVEC cells; HUVEC TNFa F-actin phalloidin imaging, high content; inhibition, % at 2 µM; 91,000 compounds, 0.18% hits; AID 836;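 active = inhibition above the batch mean plus 3 SD and confirmed as a hit by visual image inspection, cut at about 30% in these data, passing the limit was not always enough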; also: strong numbers were not always called active
# hDAT+cocaine: human DAT dopamine uptake with cocaine, either direction; AID 449768; LLC-PK1 hDAT cells, [14C]-dopamine uptake with cocaine IC80; actives deviate in either direction; 110,000 compounds, 1.3% hits; Q01959; B-score at 10 µM;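 active = Z score or B-score, a plate-position-corrected score, falls beyond the plate's 99.7% confidence bounds, in either direction; inactive = both scores lie inside the 99.7% bounds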;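 also: scored against the spread of the other compound wells on the same plate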
# PLK1 PBD inh: blocks phosphopeptide binding to human Plk1 polo box domain. P53350. Plk1 PBD phosphopeptide binding, fluorescence polarization. inhibition, %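 (tested at about 20 µM)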. 97,000 compounds, 0.13% hits. AID 693; in the data active = inhibition above about 34%, passing the limit was not always enough
# PLK1 inh: inhibitors of human PLK1 kinase; P53350; recombinant PLK1 kinase, TR-FRET peptide phosphorylation; inhibition, % at 10 µM; 97,000 compounds, 0.53% hits;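 active = inhibition of 50% or more in the single-concentration screen; inactive = inhibition below 50%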;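 also: 0% = DMSO max control and 100% = H-89 dihydrochloride min control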
# sEH inh: soluble epoxide hydrolase (human) inhibition; inhibition, % at 2 µM; 91,000 compounds, 0.34% hits; AID 707; recombinant human sEH enzymatic activity assay; in the data active = inhibition above about 80%; also: values of inactives mirror those of a sister screen read the other way; many of its hits are not listed in these tables
# Target sequence (P34913 whole entry, looked up): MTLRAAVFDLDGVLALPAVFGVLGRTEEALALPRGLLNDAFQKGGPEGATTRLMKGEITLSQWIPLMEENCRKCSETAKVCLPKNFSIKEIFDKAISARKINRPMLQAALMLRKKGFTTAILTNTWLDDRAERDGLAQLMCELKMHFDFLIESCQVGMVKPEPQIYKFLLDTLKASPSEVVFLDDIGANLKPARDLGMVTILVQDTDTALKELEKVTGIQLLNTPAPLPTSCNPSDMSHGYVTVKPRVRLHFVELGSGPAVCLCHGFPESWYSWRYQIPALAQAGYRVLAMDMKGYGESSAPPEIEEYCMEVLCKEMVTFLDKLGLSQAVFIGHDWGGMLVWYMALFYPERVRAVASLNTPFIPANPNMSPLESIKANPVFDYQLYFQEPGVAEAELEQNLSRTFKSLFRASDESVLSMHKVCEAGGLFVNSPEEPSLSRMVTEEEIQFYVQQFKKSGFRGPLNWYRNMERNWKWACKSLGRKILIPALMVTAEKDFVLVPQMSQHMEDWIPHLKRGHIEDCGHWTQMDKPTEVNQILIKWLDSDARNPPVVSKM
# VCAM1 TNFa inh: reduces TNF alpha induced VCAM1 expression in HUVEC; AID 802; 95,000 compounds, 0.48% hits; HUVEC TNFa-induced VCAM-1 immunofluorescence, high-content imaging; inhibition, % at 2 µM;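 active = inhibition above the batch mean plus 3 SD, with images confirmed as a hit by eye, cut at about 37% in these data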;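 also: 0% = TNF-stimulated DMSO wells and 100% = unstimulated control wells; not every result past the cut was called active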
# Ecoli WT expand: growth inhibitors of E. coli BW25113 wild type | OD600 absorbance | growth inhibition, % at 100 µM | 98,000 compounds, 0.15% hits | AID 710;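 active = growth inhibition above about 50% at one test dose, limit read from the data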;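 also: growth measured after 20 h incubation at 37 °C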
# TNFa cytotox: HUVEC cytotoxicity counter-screen, TNF alpha stimulated. HUVEC TNFalpha-stimulated, Hoechst cell count, imaging. cell count reduction, % at 2 µM. 93,000 compounds, 0.17% hits. AID 848;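 active = cell count reduction exceeding the screen mean by over 5 SD, scaled to untreated wells per plate, cut at about 78% in these data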;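 also: cells counted after 24 h of TNF alpha exposure following the 1 h pretreatment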
# IL1B cytotox: HUVEC cytotoxicity counter-screen, IL-1B stimulated. HUVEC cell count loss, Hoechst imaging. cell count reduction, % at 2 µM. 94,000 compounds, 0.41% hits. AID 845;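 active = cell count reduction more than 3 SD above the screen-wide mean, cut at about 70% in these data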;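 also: normalized per plate to untreated control cells as the no-loss baseline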
# * = called active by the depositor; x = not tested or not shown. Outcome played no part in choosing rows; any-hit rate near 3.4%.
# The line under a structure holds: Ecoli WT expand	TNFa cytotox	PLK1 inh	IL1B cytotox	VCAM1 TNFa inh	F-actin modifier	hDAT+cocaine	sEH inh	PLK1 PBD inh
> O=C(Nc1ccccc1C(=O)O)c1cccc(NC(=O)c2ccc(Br)o2)c1
    1.0	-27.3	-9.1	-38.8	4.7	-5.1	0.984	13.1	6.9
> CCOC(=O)N1CCN(C(=O)CSCc2ccc(Cl)cc2)CC1
    -1.0	-9.7	-3.2	4.8	24.9	4.7	0.0172	-6.2	-7.0
> CCC(=O)N1CCN(c2ccc(NC(=O)c3cccs3)cc2)CC1
    2.0	1.4	-8.5	-13.1	5.3	28.6	-0.897	9.9	-6.6
> Cc1ccc(C)c(OCc2nnc(N)s2)c1
    10.0	-9.3	-1.5	0.0	7.9	7.7	0.911	3.2	-19.9
> Cc1ccc2cc(S(=O)(=O)NCCCC(=O)O)ccc2c1
    -13.0	-1.2	-8.7	17.2	-3.6	0.8	-1.59	2.6	-1.5
> C/C(CCc1oc2c(Br)cc(Br)cc2c1-c1ccc(C)o1)=N\O
    x	x	-16.4	-20.2	x	x	-0.0918	-2.1	6.1
> Cc1cc(C)nc(NS(=O)(=O)c2ccc(NC(=O)CN3C(=O)c4ccccc4C3=O)cc2)n1
    -1.0	1.5	-7.6	1.6	-7.8	-0.1	x	6.6	-18.5
> CCCCOc1ccc(CN2CCCCC2)cc1
    12.0	-24.0	-13.2	13.7	-3.4	x	-0.897	6.5	-6.2
> O=C(Cn1c(=O)n(Cc2ccco2)c(=O)c2ccccc21)NCC1CCCO1 (stereo unspecified)
    5.0	-8.6	-1.5	-5.8	3.2	-6.9	0.0881	x	9.5
> CCCn1c(C)cc(=O)c2cc(NC(=O)c3cnccn3)ccc21
    -6.0	-7.6	-3.7	10.7	16.2	24.9	1.31	x	4.7
> Cc1c(/C=C/C(=O)c2cccs2)cnn1C
    x	6.2	-10.4	-37.6	40.3	4.8	-0.567	6.8	-3.7
> CCCNC(=O)CN(c1ccc(F)c(Cl)c1)S(C)(=O)=O
    0.0	-5.9	-10.1	-2.9	14.1	-9.3	0.294	1.3	5.5
> CC(C)NS(=O)(=O)c1ccc(OCC(=O)N(C)Cc2ccccc2)cc1
    -13.0	-9.4	-16.7	8.3	-13.9	-4.6	-1.77	-11.1	-9.9
> CCNS(=O)(=O)c1c(C)cc(N2CCCC2=O)cc1C
    0.0	-4.9	-13.4	-20.0	13.6	13.4	-1.73	-5.1	-3.2
> O=C(NCC1CCCO1)/C(=C\c1ccco1)NC(=O)c1ccccc1 (stereo unspecified)
    -5.0	4.8	-4.1	-17.4	-8.5	3.5	-0.00983	9.1	-7.2
> Cc1nn(C)c(C)c1NC(=O)CSc1nc(Cc2ccccc2)nc2c1cnn2-c1ccccc1
    x	-15.6	-15.3	-24.7	8.2	-24.9	-0.679	8.8	1.7
> Cn1c(N)c(C#N)c(C#N)c1-c1ccccc1
    x	x	4.7	10.5	x	x	-0.173	3.5	16.0
> CC12Cc3ccc4ccccc4c3C=C1C[N+](C)(C)C2 (stereo unspecified)
    -1.0	3.2	-3.7	-3.3	-13.6	0.4	1.62	-4.8	2.3
> COc1ccc2nc(SCC(=O)Nc3cc(C)on3)[nH]c2c1
    5.0	-21.3	16.1	-0.8	10.7	4.2	1.14	8.4	21.9
> Oc1c(CN2CCN(c3ccc(F)cc3)CC2)cc(Cl)c2cccnc12
    41.0	7.0	-7.0	-38.3	16.2	-5.6	-0.848	1.9	-28.1
> O=C(NCCNC(=O)c1cccs1)c1ccco1
    3.0	-3.0	-6.7	4.7	16.3	-11.6	0.896	7.6	-4.8
> O=C(CNC(=O)Cc1ccccc1)NCC(=O)OCc1ccc(C(=O)c2ccccc2)cc1
    7.0	17.0	-10.2	16.9	4.3	-0.6	-0.0496	-2.3	-12.5
> CCn1nc(C(=O)Nc2nc3ccc(C)cc3s2)c2ccccc2c1=O
    -16.0	4.9	-11.8	5.3	-12.2	11.4	-0.216	-19.9	-3.4
> CCNC(=O)CC1C(=O)N(c2ccc(OC)cc2)C(=O)N1Cc1ccc(OC)cc1 (stereo unspecified)
    -1.0	-15.2	-8.8	-1.8	1.1	3.5	-0.0445	6.3	-6.9
> Fc1ccc(-c2nnc(CSc3nnc(-c4cccs4)o3)o2)cc1
    -3.0	-0.8	-5.2	11.7	-1.6	-4.4	0.435	3.8	23.5
> CN1CC(=O)N(C)c2nc(Br)n(C)c2C1=O
    1.0	x	-11.1	x	x	x	1.03	-0.1	-13.3
> O=C(CSc1nccn1-c1ccccc1)N1CCc2ccccc21
    0.0	34.9	-11.4	15.5	-15.6	-16.7	-0.257	-6.5	-13.3
> O=C(O)c1ccc(-n2nc(C(F)(F)F)c3c2-c2ccoc2CC3)cc1
    0.0	x	-8.5	15.5	6.8	-0.4	0.0563	-3.2	7.5
> O=C(Oc1nsnc1N1CCOCC1)c1ccccc1
    -12.0	4.8	-12.0	-16.1	25.9	-15.6	-0.0568	-3.6	3.8
> Clc1ccc(-c2nc3ncccn3c2Nc2ccc3c(c2)OCO3)cc1
    -8.0	4.0	-8.4	-15.2	2.8	-28.4	0.00127	3.0	8.4
> C=CCn1c(=N)n(CC(O)COc2ccc(OC)cc2)c2ccccc21 (stereo unspecified)
    6.0	-17.9	-0.1	-1.6	8.5	9.0	0.22	8.6	-17.1
> O=C(NC1CCCC1)C(c1ccccn1)N(C(=O)c1csnn1)C1CCCC1 (stereo unspecified)
    x	-9.2	-18.6	-26.3	0.7	-7.0	0.236	-3.2	-11.5
> COc1ccc(CNC(=O)c2ccc(CN3CCOCC3)cc2)cc1
    -3.0	-10.0	-15.3	-11.8	5.3	2.2	1.15	31.4	-7.3
> CCN1CCN(S(=O)(=O)c2ccc3ccccc3c2)CC1
    7.0	8.4	2.6	3.7	-2.6	-7.8	-0.65	13.3	-12.8
> CC(=O)NCCOc1cccc(OCCNC(C)=O)c1
    -1.0	11.1	-4.3	33.6	-18.6	-14.9	-0.604	-23.3	29.8
> CC(NC(=O)C12CC3CC(CC(C3)C1)C2)C(=O)NCCN(C)C (stereo unspecified)
    2.0	-21.0	-9.9	-24.7	10.4	-2.4	-0.496	x	1.9
> C=CCNC(=O)C1CC=CCC1C(=O)O (stereo unspecified)
    -5.0	70.7	-13.0	8.3	28.9	-23.5	-0.855	-3.9	8.2
> CCOCC(=O)Nc1nc2ccccc2s1
    x	-18.1	-5.6	-8.0	7.2	-0.3	0.402	2.9	16.2
> O=C(COC(=O)C1(c2ccccc2)CC1)N1CCN(c2ccc(F)cc2)CC1
    -2.0	-12.6	0.8	6.0	9.7	-52.4	0.208	-6.7	-9.6
> CC(=O)c1cnc2c(-c3ccc(Cl)cc3)cnn2c1C
    x	-31.4	-8.4	1.6	7.0	-0.5	-0.814	2.4	1.7
> CN1CCN(CCCn2cnc3c(=O)oc4ccccc4c32)CC1
    5.0	-21.7	-2.6	-24.4	-4.9	3.9	0.505	-9.8	11.7
> CC(=O)N1CCn2c3ccc(C)cc3c3cccc1c32
    x	-27.2	-14.0	-5.2	0.4	10.9	0.000262	5.5	2.8
> COC(=O)C(NC(C)=O)(Nc1ccccc1)C(=O)OC
    2.0	19.1	-5.5	-10.5	-2.3	-0.1	-0.668	x	-5.2
> NC(=O)CSc1nc(-c2ccccc2)c(-c2ccccc2)o1
    x	-21.9	-4.4	-39.4	-4.3	8.5	-0.0811	5.8	-5.4
> CC(C)CC(NC(=O)C(NC(=O)OC(C)(C)C)C(C)C)C(=O)N1CCCC1C(N)=O (stereo unspecified)
    -1.0	-11.8	-9.8	-10.8	5.3	18.9	0.0224	7.5	-0.4
> CCOC(=O)N1CCC(Nc2c(NCCCN3CCN(CC)CC3)c(=O)c2=O)CC1
    0.0	-46.8	-12.8	-20.8	6.3	-0.1	-1.34	2.4	0.4
> Cc1ccc(C(C)C)c(OCc2nnc(SCC(=O)Nc3nccs3)n2C)c1
    -3.0	-16.9	17.3	-3.7	5.9	11.5	0.362	13.3	-3.0
> O=C(Cc1ccccc1)Nc1nc(=O)c2ccccc2s1
    -2.0	-15.4	-6.3	11.7	4.3	-3.7	-0.302	0.8	-4.2
> Nc1nc2n(n1)C(c1cccs1)CC(c1ccc(Br)cc1)N2 (stereo unspecified)
    -1.0	-5.4	-2.8	-32.7	-8.3	-44.7	1.18	3.3	12.2
> Cc1cc(C(=O)CN2C(=O)NC3(CCCc4ccccc43)C2=O)c(C)n1C (stereo unspecified)
    1.0	1.6	-4.9	9.4	-7.9	-2.6	1.04	-8.0	-4.9

# Later entries:
# The line under a structure holds: Ecoli WT expand	TNFa cytotox	PLK1 inh	IL1B cytotox	VCAM1 TNFa inh	F-actin modifier	hDAT+cocaine	sEH inh	PLK1 PBD inh
> COC(=O)c1cccc(NC(=O)CN2CCOCC2)c1
    2.0	-29.5	-5.9	-21.7	2.3	-7.0	-0.561	3.9	-5.7
> Cc1ccc2c(c1)NC(=O)C(CC(=O)NCCCN1CCCC1=O)O2 (stereo unspecified)
    9.0	2.3	-12.3	-2.2	12.5	5.3	-0.816	x	-21.6
> Cc1cccc(-c2cc(C(=O)NCCCn3ccnc3)c3ccccc3n2)c1
    4.0	27.7	-8.2	1.7	-0.2	10.5	1.11	-0.3	-0.7
> CC1(C)CC(=O)C2=C(C1)OC(N)=C(C#N)C21C(=O)N(Cc2ccccc2Cl)c2ccccc21 (stereo unspecified)
    -7.0	-12.6	-4.9	1.7	0.3	6.7	0.469	-3.4	7.2
> CCOC(=O)c1c(-c2ccccc2)nc2ccc(C)cn12
    11.0	3.7	-4.4	-12.0	30.1	-12.8	0.288	3.4	27.3
> COc1ccc(CCNC(=O)CN2CCC(C)CC2)cc1OC
    -4.0	-21.0	-8.0	-2.8	-2.2	-4.6	0.0629	0.6	-7.4
> COC(=O)c1ccccc1NC(=O)c1cc(-c2ccc(OC)c(OC)c2)on1
    x	-7.9	-8.5	-3.0	-1.5	1.1	x	-4.2	-12.7
> Cc1cc(C)c2c(c1)c(C)cc1nnc(SCC(=O)c3cccs3)n12
    4.0	-21.9	5.8	-23.0	5.9	8.1	-1.42	x	15.7
> Cc1ccc(NS(=O)(=O)c2ccc(C(=O)N3CCN(c4ccccn4)CC3)cc2)cc1
    1.0	6.9	5.1	1.1	8.1	-17.1	1.06	3.6	24.5
> O=C1CC2CS(=O)(=O)CC2N1c1ccc(Oc2ccccc2)cc1 (stereo unspecified)
    -4.0	-9.2	-6.4	-36.7	5.8	-12.0	-0.533	2.9	-15.7
> CCN1/C(=C2\OC(=S)N(C)C2=O)Sc2ccccc21
    3.0	-22.5	-2.3	-6.3	-2.9	2.1	x	8.8	13.8
> CC(C)(C)n1nnnc1C(c1ccc(Cl)cc1)N(Cc1cccnc1)Cc1ccco1 (stereo unspecified)
    x	-10.7	-7.8	-3.2	5.9	-16.9	0.147	3.0	-16.7
> CCOC(=O)c1c(N)nn(C(=O)CC)c1-c1ccccc1
    1.0	-0.5	7.4	20.4	-10.2	13.4	-0.336	1.0	-9.5
> O=C(OCC(=O)N1CCc2ccccc21)c1ccc[n+]([O-])c1
    -3.0	-24.1	1.7	-124.2	-10.1	15.2	0.037	2.6	10.6

# An excerpt of these results, with each value named.
CCOC(=O)c1c(N)nn(C(=O)CC)c1-c1ccccc1
  Ecoli WT expand: 1.0; TNFa cytotox: -0.5; PLK1 inh: 7.4; IL1B cytotox: 20.4; VCAM1 TNFa inh: -10.2; F-actin modifier: 13.4; hDAT+cocaine: -0.336; sEH inh: 1.0; PLK1 PBD inh: -9.5

O=C(OCC(=O)N1CCc2ccccc21)c1ccc[n+]([O-])c1
  Ecoli WT expand: -3.0; TNFa cytotox: -24.1; PLK1 inh: 1.7; IL1B cytotox: -124.2; VCAM1 TNFa inh: -10.1; F-actin modifier: 15.2; hDAT+cocaine: 0.037; sEH inh: 2.6; PLK1 PBD inh: 10.6
